# High-throughput results deposited in PubChem BioAssay by several laboratories.
# AddAB inh – less growth of phage-infected E. coli with AddAB. E. coli expressing H. pylori AddAB, absorbance growth. inhibition, % at 11.9 µM. hit rate 0.29% among 330,000; in the data active means inhibition above about 12%;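 further: 0% = vehicle wells of infected cells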
# MOR-DOR inv ag – mu-delta opioid heterodimer inverse agonism; P35372+P41143; cell-based MOR-DOR heterodimer luminescence; inhibition, % at 9.3 µM; hit rate 0.21% among 340,000; AID 504357; in the data active means inhibition above about 22%, passing the limit was not always enough;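 further: 0% = cells with DMSO and 100% = wells without cells with DMSO; values of inactives mirror those of a sister screen read the other way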
# MOR-DOR ag – OPRM1-OPRD1 heterodimerization agonism; P35372+P41143; cells, luminescence; activation, % at 9.3 µM; hit rate 0.3% among 340,000; in the data active means activation above about 18%;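 further: 0% = vehicle-treated cells and 100% = reference agonist; values of inactives mirror those of a sister screen read the other way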
# PKA-R1A activ – activators of PKA-R1A complex; P00514+P68181; PKA-R1A dissociation, Cy5-IP20 fluorescence polarization; scaled: DMSO 0%, 113 µM cGMP 100%; hit rate 0.083% among 340,000; activation, % at 11.4 µM;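 active means percent activation above the mean of all tested compounds plus 3 SD, cut at about 19% in these data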;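 further: higher means more PKAc released from R1A so a rise in polarization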
# Tat export inh – inhibitors of E. coli Tat protein transport | E. coli MC4100 TorA-mCherry Tat export, fluorescence | inhibition, % at 10 µM | hit rate 0.036% among 340,000 | AID 488895;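 active means mean replicate inhibition at least 50% and at least half of replicates individually reaching 50%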;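 further: exported cargo escapes ClpAP degradation while cytoplasmic cargo is degraded and loses fluorescence; 0% = median of neutral control wells and 100% = median of NaSCN control wells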
# E coli growth – bacterial growth inhibition, counter-screen for AddAB inhibitors; E. coli V3065 growth, OD600 absorbance, 18 h; inhibition, % at 11.9 µM; hit rate 0.27% among 330,000;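 active means inhibition above the campaign's mean inhibition across all tested compounds plus 3 SD, cut at about 9.9% in these data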;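 further: uninfected addAB+ strain grown without phage in ampicillin broth; 0% = DMSO wells and 100% = ciprofloxacin 0.95 µg/ml wells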
# PfHsp90 yeast 2 – inhibits growth of yeast expressing Plasmodium falciparum Hsp90; AID 504621; hit rate 0.32% among 310,000; inhibition, % at 9.4 µM; S. cerevisiae expressing PfHsp90, BacTiter-Glo ATP, 48 h; yeast lacking PDR1 and PDR3 efflux regulators;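 active means every replicate shows inhibition above about 80%, whatever the replicate mean, limit read from the data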;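 further: 0% = DMSO neutral controls and 100% = 20 µM radicicol positive controls; yeast relying on Plasmodium falciparum Hsp90 in place of its own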
# phage Ecoli inh – E. coli growth loss with phage present. inhibition, % at 11.9 µM. hit rate 0.26% among 360,000. growth absorbance; in the data active means inhibition above about 11%
# Arr AP2 block – blocks beta-arrestin peptide binding to AP2 adaptin; FITC-arrestin peptide / GST-AP2 beads, flow cytometry; AP2 beta2 appendage carries R879A mutation; inhibition, % at 10 µM; hit rate 0.31% among 340,000; AID 504490;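 active means inhibition above a set limit, near 3 SD of compounds lacking own fluorescence, cut at about 54% in these data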;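 further: plate controls were DMSO wells for no effect and 5 µM unlabelled arrestin peptide for full effect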
#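 Assay system: GST-AP2 R879A bound to glutathione beads, E. coli-expressed; Medium: PBS with 0.05% Tween 20 and 0.1% BSA; Also added: fluorescein-tagged arrestin peptide at 50 nM final; Timing: 12 min plus 1 h, RT; Measured by: flow cytometry, FL1 (488/535 nm); Evaluation: percent drop in bead-associated FITC signal.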
# DSG3 Ab inh – inhibitors of pemphigus antibody binding to human desmoglein-3; DSG3-coupled beads, scFv-anti-DSG3-GFP binding, flow cytometry; active compounds read low; P32926; binding (percent of control), % at 10 µM; hit rate 0.48% among 310,000;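 active means binding more than 3 SD below its plate's average and above zero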;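 further: hits lower antibody fragment binding to DSG3; some compounds called inactive have numbers as strong as hits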
# Target sequence (P32926 whole entry, looked up, the tested form may be a part): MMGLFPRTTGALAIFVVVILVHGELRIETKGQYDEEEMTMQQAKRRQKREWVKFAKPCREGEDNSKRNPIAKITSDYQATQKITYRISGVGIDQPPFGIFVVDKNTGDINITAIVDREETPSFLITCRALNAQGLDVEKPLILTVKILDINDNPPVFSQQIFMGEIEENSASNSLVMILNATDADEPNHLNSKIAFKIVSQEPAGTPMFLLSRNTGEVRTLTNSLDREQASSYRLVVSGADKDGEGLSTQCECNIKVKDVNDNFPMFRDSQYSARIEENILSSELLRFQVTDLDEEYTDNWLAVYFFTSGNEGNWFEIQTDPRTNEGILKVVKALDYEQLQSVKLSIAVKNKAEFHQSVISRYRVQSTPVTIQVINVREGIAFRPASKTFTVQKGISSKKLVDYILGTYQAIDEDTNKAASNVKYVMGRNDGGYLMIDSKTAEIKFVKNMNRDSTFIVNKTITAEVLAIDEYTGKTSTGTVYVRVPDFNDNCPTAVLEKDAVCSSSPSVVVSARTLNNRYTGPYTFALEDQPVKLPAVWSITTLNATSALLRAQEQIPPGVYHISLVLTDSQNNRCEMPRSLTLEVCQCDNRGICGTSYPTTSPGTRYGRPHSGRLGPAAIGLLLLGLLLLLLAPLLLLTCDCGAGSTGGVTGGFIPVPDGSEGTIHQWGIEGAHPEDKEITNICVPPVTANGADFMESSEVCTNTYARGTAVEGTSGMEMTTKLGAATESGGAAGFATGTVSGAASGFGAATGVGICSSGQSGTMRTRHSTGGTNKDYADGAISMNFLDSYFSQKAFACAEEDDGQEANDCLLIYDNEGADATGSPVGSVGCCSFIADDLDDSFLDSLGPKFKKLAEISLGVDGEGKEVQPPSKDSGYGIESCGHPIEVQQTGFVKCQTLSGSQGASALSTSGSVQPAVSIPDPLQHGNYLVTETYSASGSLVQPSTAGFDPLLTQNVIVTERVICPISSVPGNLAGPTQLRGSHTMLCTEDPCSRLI
# SUMO Mot1 rescue – blocks SUMOylation pathway, rescuing yeast Mot1-301 growth; AID 2716; S. cerevisiae Mot1-301 growth rescue, ATP luminescence, 38.5C; percent above DMSO median, 100 means doubled; growth rescue, % at 18.8 µM; hit rate 1% among 320,000;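 active means every valid replicate shows activation above 250% relative to neutral control wells; inactive means the rest, any valid replicate at or below 250%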;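 further: OY570 slx delta 5 strain wells were the positive control but not used for scaling; some compounds called inactive have numbers as strong as hits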
# Starred values were filed as active, the others as inactive; . = no result given.
SMILES,AddAB inh,MOR-DOR inv ag,MOR-DOR ag,PKA-R1A activ,Tat export inh,E coli growth,PfHsp90 yeast 2,phage Ecoli inh,Arr AP2 block,DSG3 Ab inh,SUMO Mot1 rescue
CCC(Oc1ccccc1)C(=O)Nc1ccc(S(=O)(=O)NCC2CCCO2)cc1 (centres undefined),-1.3,-9,1.8,11,-7,-1.6,12,-4.8,-4,101,27
O=C1c2cnccc2CN1Cc1ccccc1,-1.3,13,-2.2,-3,23,-0.5,3,1.0,-5,.,-13
O=C(O)c1ccccc1CSc1ccccn1,0.9,8,-1.7,2,-7,0.2,3,4.4,-4,103,-8
CCN(CC)CC(=O)Nc1ccc(-c2ccc(NC(=O)CN(CC)CC)c(OC)c2)cc1OC,-1.4,10,-1.9,-2,0,-1.7,4,1.9,7,99,9
NC(=O)C1(N2CCCCC2)CCN(C(=O)c2ccc(C#Cc3ccccc3)o2)CC1,3.3,-1,0.2,-2,-3,0.2,21,-0.7,-5,.,-3
COc1ccc(CNS(=O)(=O)c2ccc3c(c2)N(C)CCO3)cc1,-0.3,13,-2.4,-7,-4,-0.8,-9,-0.8,5,.,3
COc1cccc(OCC(O)CN2CCOCC2)c1 (centres undefined),2.0,7,-1.6,-6,-2,-2.6,18,1.1,-5,102,-2
O=C(OCC(=O)N1CCCC1=O)c1cc(Cl)ccc1O,-0.3,11,-1.7,-5,2,-2.0,-17,1.8,2,108,6
N#CCSc1nc(-c2ccccc2)c2cc(Cl)ccc2n1,1.6,3,-0.5,1,-1,2.3,-61,4.6,-2,100,-3
Cc1cc2[nH]c(=O)cc(-c3ccccc3)n2n1,-0.4,3,-0.6,-1,-1,0.3,1,3.8,3,105,93
Cc1ccc(NC(=O)CSc2nnc(Cn3cnc4ccccc43)o2)c(C)c1,0.8,8,-1.4,-3,-1,1.1,.,2.2,32,104,-6
O=C(COC(=O)c1ccc([N+](=O)[O-])s1)NC(=O)NCc1ccccc1,0.1,-64,9.1,4,-13,-0.8,2,2.0,12,94,-2
CCOC(=O)CN(C)C(=O)C1CCCN1C(=O)OC(C)(C)C (centres undefined),0.6,13,-2.2,2,8,-3.9,-33,2.6,4,99,17
Oc1ccc(/C=N/Nc2ccnc3cc(Cl)ccc23)cc1O,7.4,-19,3.7,-15,4,8.7,-6,0.0,-3,105,-17
CCOC(=O)C1=C(O)/C(=C/c2ccc(OCC(=O)Nc3ccc(C)cc3)cc2)N=C1C,-1.5,-166,41*,7,-2,-1.7,-40,-0.7,2,112,-14
CCN(CC)C(=O)CN1C(=O)C2(NC(=O)c3ccccc3N2)c2ccccc21 (centres undefined),0.8,15,-3.0,10,0,2.9,.,1.8,8,104,10
CC(OC(=O)CSc1ccc([N+](=O)[O-])cc1)C(=O)NC1CC1 (centres undefined),2.1,13,-3.2,3,13,0.3,-1,2.9,22,101,5
O=C(NCc1ccncc1)C(=O)NC1CC1,1.8,1,-0.2,-15,1,-2.3,.,-2.2,-8,126,6
O=C(C1Cc2ccccc2O1)N1CCCCC1 (centres undefined),4.3,3,-0.5,-14,-8,3.2,18,1.2,5,103,-5
CCOc1ccc(NC(=O)[C@@H](NC(=O)c2ccccc2)[C@@H](C)CC)cc1,-0.8,2,-0.3,0,6,2.2,10,3.9,-3,116,-5
Cc1ccc(NC(=O)C2CC(=O)NC(N3CCc4ccccc43)=N2)cc1 (centres undefined),-0.3,13,-2.1,-1,6,-3.0,.,-0.3,-1,.,0
CCCCOc1ccccc1NC(=O)Cn1c(-c2nonc2N)nc2ccccc21,3.2,.,.,-1,2,-1.4,-2,0.3,10,104,-12
COc1ccc(NC2=C(Cl)C(=O)N(CCc3ccccc3)C2=O)c(OC)c1,2.7,9,-2.1,-10,9,0.6,-14,2.7,35,99,3
Nc1nc2n(n1)C(=O)CC(c1ccc(Cl)cc1)N2 (centres undefined),0.7,4,-0.7,2,1,0.2,-19,4.0,-2,101,.
O=C1NC(=S)NC(=O)C1Nc1ccc(Cl)cc1,.,22,-4.1,2,6,.,.,1.8,10,95,.

# Ordered by the number under MOR-DOR ag (rising): three from the list above
SMILES,MOR-DOR ag
CCOC(=O)CN(C)C(=O)C1CCCN1C(=O)OC(C)(C)C (centres undefined),-2.2
O=C(NCc1ccncc1)C(=O)NC1CC1,-0.2
Oc1ccc(/C=N/Nc2ccnc3cc(Cl)ccc23)cc1O,3.7

# (continued)
SMILES,AddAB inh,MOR-DOR inv ag,MOR-DOR ag,PKA-R1A activ,Tat export inh,E coli growth,PfHsp90 yeast 2,phage Ecoli inh,Arr AP2 block,DSG3 Ab inh,SUMO Mot1 rescue
CC(c1nccs1)N(C)C(=O)c1ccc(OC2CCN(CCc3ccccc3)CC2)cc1 (centres undefined),4.0,14,-4.4,7,-4,-1.0,-13,1.6,1,110,-2
COCCNC(=O)[C@H](C)[C@H]1C[C@]1(C)[C@H](NC(=O)OCc1ccccc1)c1ccccc1,1.1,13,-2.3,-5,-9,0.2,-10,3.1,-1,.,-4
CCn1nccc1C(=O)Nc1ccc(C(=O)OC(C)C)cc1,4.8,-14,2.8,-8,-4,-0.2,0,2.2,-2,94,-26
Cc1ccccc1NC(=O)c1ccc(Cn2cc([N+](=O)[O-])cn2)o1,1.5,-8,1.2,0,-8,-0.3,14,0.2,2,104,-1
CC(C)(C)c1cc(NCCCn2ccnc2)n2ncc(-c3ccccc3)c2n1,-0.8,.,.,.,15,-0.2,21,4.0,5,94,-21
O=C1N/C(=C/c2cccs2)C(=O)N1Cc1ccc(F)cc1,2.1,-91,19*,-4,8,2.7,-23,-1.4,-5,95,-35
COc1ccc(CCNC(=O)C2CCC(CNS(=O)(=O)c3ccc(F)cc3)CC2)cc1OC (centres undefined),0.9,15,-3.2,-1,-6,-2.2,1,1.1,-28,109,2
O=c1c2ccccc2nc(SCc2cc([N+](=O)[O-])cc3c2OCOC3)n1-c1ccccc1,0.2,-4,0.7,0,-9,-2.9,-29,1.2,1,.,0
CCn1c(=O)c(C(=O)NCc2ccc(Cl)cc2)c(O)c2ccccc21,.,-1,0.3,-2,-3,.,-2,0.7,-3,118,250
CCO[C@@H]1OC(C(=O)NC2CC2)=C[C@H](C(C)(C)C)[C@H]1CCCO,-0.8,11,-2.0,-6,-5,1.0,.,0.6,0,106,6
Cc1ccccc1OCC(=O)NNC(=O)Cn1[nH]c(=O)c2ccccc2c1=O,-1.6,16,-3.0,-3,-5,0.5,-2,2.7,3,134,-13
COc1ccc(N(CC(=O)NCCSCc2ccco2)S(=O)(=O)c2ccccc2)cc1OC,-1.9,13,-2.4,0,6,-0.2,-16,1.9,4,111,13
Cc1cc(C(F)(F)F)n(-c2nc(C(=O)O)cs2)n1,2.1,1,-0.1,-2,-7,0.6,4,1.3,36,95,-9
Cc1nnc(NC(=O)CSc2nccn2-c2cccc(C)c2C)s1,-0.3,9,-1.6,-13,-5,2.2,11,0.5,13,99,415
Cc1c(NC(=O)CSc2ccccn2)c(=O)n(-c2ccccc2)n1C,-0.3,6,-1.2,-1,-4,-1.1,11,0.6,-4,91,143
CCOC(=O)c1cnc2c(cnn2C)c1NCc1ccc(OC)cc1,1.2,-6,1.1,-3,-5,-0.8,.,-0.5,11,121,-17
Cc1cccc2sc(NC(=O)CN3C(=O)c4ccccc4C3=O)nc12,0.8,-1,0.1,11,-3,1.5,-29,-2.4,6,.,89
CCC(=O)Nc1nc2ccccc2n1Cc1ccc(Cl)cc1,-2.4,2,-0.4,1,2,-5.6,8,-0.1,40,99,-15
O=C(COC(=O)Cn1cc(C(F)(F)F)ccc1=O)NCc1ccccc1,.,11,-1.7,-3,3,.,.,4.5,-9,98,.
CNS(=O)(=O)c1ccc2ccccc2c1,5.0,14,-2.6,-11,-10,3.6,16,1.7,-13,101,70
CCOc1ccccc1N1CCN(C(=S)NCc2ccccc2)CC1,2.6,0,0.0,0,-9,0.8,3,2.4,45,96,2
COC(=O)c1sccc1-n1cccc1C(=O)C(=O)N1CCOCC1,-0.1,1,-0.2,3,-2,2.9,14,4.0,0,96,-15
O=C(Nc1ccccc1-c1nc2ccccc2s1)c1cccnc1,0.7,-1,0.2,-11,-2,0.3,11,3.9,1,99,-18
CSc1cccc(N2CC(C(=O)N3CCN(S(=O)(=O)c4ccccc4Cl)CC3)CC2=O)c1 (centres undefined),0.7,14,-3.6,3,9,-3.5,-7,-1.1,21,.,9
CN(Cc1ccccc1)C(=O)COC(=O)/C=C/c1ccc2c(c1)OCO2,0.8,6,-1.4,7,2,2.6,4,3.4,11,99,-16

# More records.
SMILES,AddAB inh,MOR-DOR inv ag,MOR-DOR ag,PKA-R1A activ,Tat export inh,E coli growth,PfHsp90 yeast 2,phage Ecoli inh,Arr AP2 block,DSG3 Ab inh,SUMO Mot1 rescue
O=C/C(=C\Nc1ccccn1)c1nc2cc(Cl)ccc2o1,-1.8,16,-2.8,-10,-3,-4.3,5,0.0,49,91,2
Cc1cc(C)n(-c2ccc(C(=O)OC(C)C)cc2)n1,1.3,-5,0.8,-2,1,1.2,1,2.5,17,110,2
CCOc1ccc(S(=O)(=O)Nc2ccc(C(=O)N/N=C(\C)c3ccc(-n4ccnc4)cc3)cc2)cc1,-1.1,1,-0.2,14,-3,-4.0,-9,3.0,5,102,-23
Cc1ccc(N(C(=O)c2ccncc2)C2C=CS(=O)(=O)C2)cc1 (centres undefined),3.9,24,-4.8,-5,1,-0.3,25,1.8,-2,107,-10
O=C(Nc1ccncc1)C1CCN(S(=O)(=O)c2cccs2)CC1,1.3,7,-1.3,-9,-4,-0.8,-5,1.0,-20,102,-21
Cc1noc(C)c1CSCC(=O)N(CC(C)C)c1c(N)n(Cc2ccccc2)c(=O)[nH]c1=O,-1.0,2,-0.3,13,-5,1.2,-7,1.5,-12,101,-5
O=C(CCc1nnc(-c2ccsc2)o1)N1CCCCC1CCn1ccnc1 (centres undefined),-0.9,12,-2.4,-2,-1,-1.7,-39,2.7,-12,101,11
Cc1cccc(C)c1N1C(=O)C(Cl)=C(N2CCCC2)C1=O,3.5,8,-1.7,-8,2,1.7,4,-0.4,38,92,-6
O=C(NC1CCCCC1)c1ccc([N+](=O)[O-])cc1,.,6,-1.1,-2,-8,.,-8,3.5,-14,96,.
O=C(O)CC1Sc2nc3ccccc3n2C1=O (centres undefined),0.8,5,-0.9,-7,1,1.9,3,3.8,-169,106,-7
CSc1ccccc1OCc1cc(C(=O)N2CCN(C)C(c3ccccc3)C2)no1 (centres undefined),-0.9,-13,2.4,3,6,1.2,135*,0.2,-6,117,-63
CCOC(=O)N1CCC(Nc2c(NCCCN(C)Cc3ccccc3)c(=O)c2=O)CC1,1.7,4,-0.6,10,2,-0.2,21,2.7,-5,104,-9
CCC(C)N(C(=O)CSc1nc(-c2ccccc2)cs1)C1CCS(=O)(=O)C1 (centres undefined),3.0,14,-2.5,-6,-7,-1.3,16,2.0,11,108,5
